High-throughput results from PubChem BioAssay.
LRH-1 inv ag: suppresses constitutive activity of human LRH-1. O00482. HEK293T StAR-luciferase reporter, LRH-1 transfected, 24 h. inhibition, % at 3.6 µM. 360,000 compounds, 0.13% hits;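 active means inhibition above the mean inhibition of all tested compounds plus 3 SD, cut at about 73% in these data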;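 further: 0% = DMSO wells and 100% = reporter-only cells lacking LRH-1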
COUP-TFII inh: NR2F2 (human) inhibition, primary screen; P24468; 370,000 compounds, 0.7% hits; HEK293T NGFI-A luciferase reporter, luminescence; AID 686940; inhibition, % at 8.6 µM;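 active means inhibition above a per-plate cutoff, mean inhibition of test wells between control levels plus 3 SD, cut at about 38% in these data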;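 further: cells cotransfected with COUP-TFII expression vector driving the NGFI-A reporter; 0% = median of COUP-TF2 test wells and 100% = reporter-only cells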
NOD2 RIPK2 PPI: blocks binding of human NOD2 to RIPK2 | O43353 | CHO BLA complementation NOD2-RIPK2, CCF4 ratio | inhibition, % at 4.98 µM | 360,000 compounds, 0.38% hits | AID 624267; in the data active means inhibition above about 21%;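 further: 0% = vehicle only and 100% = reference blocker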
TLR9-MyD88 inh: blocks human TLR9 binding to MyD88; Q9NR96+Q99836; CHO BLA complementation TLR9-MyD88, CCF4 FRET ratio; inhibition, % at 4.98 µM; 340,000 compounds, 0.21% hits;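 active means inhibition above the mean over all tested compounds plus 3 SD, cut at about 21% in these data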;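 further: 0% = DMSO only wells and 100% = clavulanate BLA inhibitor control wells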
ABHD5-PLIN5 inh: inhibitors of human ABHD5-perilipin-5 interaction; Split G. princeps luciferase complementation, luminescence, 4 h; inhibition, % at 4 µM; 360,000 compounds, 0.78% hits;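 active means inhibition above the mean inhibition across every tested compound plus 3 SD, cut at about 22% in these data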;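 further: 0% = DMSO only wells and the 100% control is not disclosed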
TWEAK Fn14 block: TWEAK-Fn14 signaling inhibition; TWEAK-stimulated Fn14 reporter cells, luciferase luminescence, 8 h; inhibition, % at 10 µM; 360,000 compounds, 2% hits; in the data active means inhibition above about 50%
TROY NFkB inh: inhibitors of TROY-dependent NF-kB signaling; Q293 LMP1-TROYcd NF-kB luciferase reporter, 4 h; inhibition, % at 10 µM; 360,000 compounds, 0.98% hits;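 active means compounds whose plate-normalised and pattern-corrected inhibition of the luciferase reporter signal at the single screening dose is 50% or more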
SRC3 inh: human NCOA3 inhibition. HEK293 GAL4-SRC3 luciferase reporter, luminescence. Q9Y6Q9. inhibition, % at 3.6 µM. 360,000 compounds, 0.17% hits;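 active means inhibition above a per-campaign cutoff, the mean of all compounds plus 3 SD, cut at about 60% in these data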;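 further: 0% = DMSO-treated cells and 100% = gossypol-treated cells at 36 µM; higher means less SRC3-driven luciferase light from the GAL4 reporter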
Target sequence (Q9Y6Q9 whole entry, looked up, the tested form may be a part): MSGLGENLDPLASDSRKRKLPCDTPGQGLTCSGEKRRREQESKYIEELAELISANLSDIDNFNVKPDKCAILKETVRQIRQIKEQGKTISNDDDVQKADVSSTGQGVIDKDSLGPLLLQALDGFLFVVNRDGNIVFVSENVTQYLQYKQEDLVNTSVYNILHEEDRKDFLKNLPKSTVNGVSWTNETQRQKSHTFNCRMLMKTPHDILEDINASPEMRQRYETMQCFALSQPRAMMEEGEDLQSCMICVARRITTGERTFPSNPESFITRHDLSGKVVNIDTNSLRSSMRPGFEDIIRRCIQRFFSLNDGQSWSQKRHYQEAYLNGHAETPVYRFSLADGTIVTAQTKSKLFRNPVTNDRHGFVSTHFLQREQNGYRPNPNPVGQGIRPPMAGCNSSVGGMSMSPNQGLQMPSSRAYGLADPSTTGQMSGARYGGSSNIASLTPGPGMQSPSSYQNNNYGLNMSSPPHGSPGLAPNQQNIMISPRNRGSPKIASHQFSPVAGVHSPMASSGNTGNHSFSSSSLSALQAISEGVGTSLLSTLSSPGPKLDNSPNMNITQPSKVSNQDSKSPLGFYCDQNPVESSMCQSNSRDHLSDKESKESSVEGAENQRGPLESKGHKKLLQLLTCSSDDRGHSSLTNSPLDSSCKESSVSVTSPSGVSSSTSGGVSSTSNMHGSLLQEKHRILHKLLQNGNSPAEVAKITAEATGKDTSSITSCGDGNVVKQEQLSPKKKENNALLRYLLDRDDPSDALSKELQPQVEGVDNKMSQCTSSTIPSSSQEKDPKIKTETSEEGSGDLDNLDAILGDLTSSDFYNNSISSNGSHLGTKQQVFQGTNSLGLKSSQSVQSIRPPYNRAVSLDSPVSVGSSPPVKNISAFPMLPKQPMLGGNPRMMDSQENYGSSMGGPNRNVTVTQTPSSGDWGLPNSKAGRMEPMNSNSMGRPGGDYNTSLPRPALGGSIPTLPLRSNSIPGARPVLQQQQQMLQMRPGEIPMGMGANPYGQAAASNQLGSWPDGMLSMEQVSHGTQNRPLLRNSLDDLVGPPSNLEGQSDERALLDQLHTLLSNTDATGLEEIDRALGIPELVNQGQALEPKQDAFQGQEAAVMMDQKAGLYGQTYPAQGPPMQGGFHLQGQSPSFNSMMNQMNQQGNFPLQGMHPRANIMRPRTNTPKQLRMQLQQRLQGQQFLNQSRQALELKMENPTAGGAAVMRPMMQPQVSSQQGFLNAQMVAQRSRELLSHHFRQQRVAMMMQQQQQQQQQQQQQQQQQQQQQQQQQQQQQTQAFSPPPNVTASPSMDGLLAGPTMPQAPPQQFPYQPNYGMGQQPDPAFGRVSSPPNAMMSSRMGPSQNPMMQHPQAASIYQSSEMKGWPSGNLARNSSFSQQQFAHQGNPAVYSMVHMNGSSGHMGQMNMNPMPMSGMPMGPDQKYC
SRC1 inh: inhibitors of human steroid receptor coactivator 1 (SRC1) | HEK293 GAL4-SRC1 luciferase reporter, luminescence | inhibition, % at 3.6 µM | 360,000 compounds, 0.12% hits | AID 588354;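 active means inhibition above the campaign mean plus 3 SD, with each screening campaign given its own cutoff, cut at about 60% in these data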;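 further: 0% = DMSO treated cells and 100% = gossypol at 36 µM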
Exocytosis inh: blocks lytic granule exocytosis. TALL-104 LAMP-1 surface exposure, flow cytometry; cells stimulated with thapsigargin and PMA. inhibition, % at 10 µM. 360,000 compounds, 0.66% hits;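 active means inhibition above about 55%, limit read from the data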
SRC2 inh: human SRC2 (NCOA2) inhibition; HEK293 GAL4-SRC2 luciferase reporter, luminescence; AID 651957; inhibition, % at 9 µM; Q15596; 370,000 compounds, 0.17% hits;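 active means inhibition above the mean inhibition of all tested compounds plus 3 SD, set per campaign, cut at about 52% in these data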;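 further: 0% = DMSO treated cells and 100% = cells given Gossypol at 36 µM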
* hit, by the source's call; · = not tested or not shown; & = joins results of further samples. The list is partial (hit frequency here may not be typical).

SMILES | LRH-1 inv ag | COUP-TFII inh | NOD2 RIPK2 PPI | TLR9-MyD88 inh | ABHD5-PLIN5 inh | TWEAK Fn14 block | TROY NFkB inh | SRC3 inh | SRC1 inh | Exocytosis inh | SRC2 inh
CC(=NO)c1cc(Br)c2cccc3c2c1CC3 | -3 | 7 | 6 | 0 | -1 | -2 | 3 | -70 | -8 | -4 | 21
Cc1cc(=O)oc2c(C)c(OCC(=O)NCc3ccccn3)ccc12 | -8 | -8 | -6 | -2 | -5 | -33 | -13 | -1 | -38 | -6 | -5
O=C(COC(=O)c1ccc(O)cc1)Nc1cc(S(=O)(=O)N2CCOCC2)ccc1Cl | -32 | 1 | 4 | 12 | -3 | -8 | 2 | 13 | -2 | -1 | -13
Cc1cc(NCCCN(C)C)n2nc(-c3cccs3)cc2n1 | 4 | -16 | 1 | 1 | 5 | -41 | -12 | 1 | 5 | -12 | -13
Cc1cc(C)nc(Nc2ncc(O)n2-c2ccc(C)c(Cl)c2)n1 | -22 | 1 | 1 | 0 | 2 | -9 | 3 | 2 | 1 | -3 | -27
COc1ccc(N(CC(=O)NCc2ccccc2)S(=O)(=O)c2c(C)nn(C)c2C)cc1 | -15 | -14 | -6 | 2 | -3 | 0 | 10 | 3 | -12 | -3 | -30
CCn1cc(C(=O)OCC(=O)c2cc(C)n(-c3ccccc3)c2C)c(=O)c2ccc(C)nc21 | 11 | 6 | -5 | -3 | -1 | -7 | 1 | 20 | -5 | 1 | 3
CCN(CC)C(=O)[C@H]1CC(CC(=O)NCCCn2ccnc2)C(=O)N2CCc3c([nH]c4ccc(OC)cc34)[C@]12C (stereo not given in full) | -12 | -12 | -4 | 2 | 3 | 23 | 10 | 1 | -1 | -5 | -9
O=[N+]([O-])c1ccc(N2CCN(S(=O)(=O)c3ccccc3[N+](=O)[O-])CC2)cc1N1CCc2ccccc2C1 | 10 | -13 | -11 | -1 | -2 | -11 | 6 | 11 | 5 | -8 | 11
Cc1ccc(C)c(NC(=O)CCN2CC(C)OC(C)C2)c1 (stereo not given) | 6 | 5 | -6 | -5 | -5 | 0 | 5 | 18 | -11 | -5 | 7
Nc1ccc(N2CCOCC2)c(S(=O)(=O)Nc2ccccc2Cl)c1 | -19 | 16 | 9 | 4 | -3 | -13 | 9 | 8 | -4 | 3 | 17
COC(=O)CC1OCC=C2CN3CCC45C6=CC(=O)C(=O)C([N+](=O)[O-])=C6NC4C1C2CC35 (stereo not given) | 5 | -5 | -9 | · | -36 | 11 | 6 | -5 | -15 | -3 | -2
CC(C)NC(=O)/C(=N\O)c1ccccc1 | 13 | -4 | 0 | 3 | 7 | -12 | -18 | -6 | 2 | 0 | -1
CCN1CCCC1CNC(=O)CSc1cc(=O)n(CC)c2ccccc12 (stereo not given) | 1 | -42 | -8 | 2 | -5 | 12 | -1 | 2 | -1 | -2 | -15
Nc1nc(NC(=O)c2cccs2)nn1-c1ccccc1 | -101 | -35 | -8 | 5 | 3 | 36 | -33 | -74 | -111 | 0 | -50
COc1cc(CC(=O)OCC(=O)Nc2ccc(Cl)c(S(=O)(=O)N(C)C)c2)cc(OC)c1OC | 9 | -1 | -16 | 2 | 0 | -1 | 22 | -2 | 4 | -1 | 7
CC(=O)C1=CCC(c2ccc(Cl)cc2)N(S(=O)(=O)c2ccc(C)cc2)C1 (stereo not given) | 15&5 | -2&-10 | 1&6 | · | 6&4 | 8&3 | 7&4 | 17&10 | 6&-9 | 14&36 | -33&1
Nc1nonc1NC(=O)CSc1nc2ccccc2s1 | 21 | 1 | -12 | 1 | 0 | 12 | -7 | 0 | -8 | 1 | -30
CN1CCN(C(=O)CCCN2C(=O)/C(=C/c3cccc(Br)c3)SC2=S)CC1 | 11 | -9 | -2 | 2 | 2 | 5 | -3 | 17 | 2 | 39 | 18
N=C1SCC(=O)N1/N=C/c1ccccc1 | -10 | -22 | 3 | 0 | -2 | -20 | -53 | -2 | -28 | -3 | -15
Cc1ccc(-c2ccc(/C=N/N3C(=O)C4C5C=CC(CC5)C4C3=O)o2)c([N+](=O)[O-])c1 (stereo not given) | 30 | 13 | 8 | 10 | -18 | -20 | -7 | 3 | -7 | 9 | 1
Cc1ccc(NC(=O)CCNC(=O)c2ccc([N+](=O)[O-])cc2)cc1S(=O)(=O)N(C)C | 1 | 0 | -1 | -8 | 7 | -18 | -11 | 3 | 5 | 6 | -14
O=C(C1CC(=O)N(c2ccc(F)cc2)C1)N1CCN(c2ccc(F)cc2)CC1 (stereo not given) | 2 | 1 | 1 | 12 | 11 | 4 | 1 | 7 | 8 | -2 | -7
Cn1c(=O)n(C)c2cc3[nH]cnc3cc21 | 3 | 15 | -4 | 1 | -1 | 6 | -18 | 15 | 1 | -4 | -4
COc1ccc(-c2csc(Nc3ccc(S(=O)(=O)Nc4cc(C)on4)cc3)n2)cc1 | -28 | -6 | 0 | 13 | 0 | 12 | 17 | 11 | -12 | 3 | 3
CC1(C)OCC(COC(=O)Nc2cccnc2)([N+](=O)[O-])CO1 | 11 | 2 | -1 | 2 | -7 | 14 | -13 | -50 | 6 | -6 | -20
O=C(c1ccccc1)c1cnc(Nc2ccccc2Cl)s1 | -135 | · | -3 | 1 | -3 | -4 | -32 | -85 | -58 | -2 | ·
CC(C)c1ccc(NC(=O)Cc2c(C(=O)O)n(C)c3ccccc23)cc1 | -4 | 11 | -6 | -5 | 9 | -6 | -16 | 0 | 2 | 6 | 21
Cc1ccc(CCNC(=O)c2ccc(CS(=O)(=O)c3ccccc3C)o2)cc1 | 8 | -3 | -2 | -5 | 2 | 9 | -14 | -9 | 3 | -4 | 11
O=C(c1ccccc1)N1CCC(=O)N1c1ccccc1 | -4 | 9 | 2 | -1 | 0 | -5 | 0 | -18 | -13 | 0 | -2

13 compounds already listed, ordered by SMILES length, ascending:
SMILES | LRH-1 inv ag | COUP-TFII inh | NOD2 RIPK2 PPI | TLR9-MyD88 inh | ABHD5-PLIN5 inh | TWEAK Fn14 block | TROY NFkB inh | SRC3 inh | SRC1 inh | Exocytosis inh | SRC2 inh
N=C1SCC(=O)N1/N=C/c1ccccc1 | -10 | -22 | 3 | 0 | -2 | -20 | -53 | -2 | -28 | -3 | -15
Nc1nonc1NC(=O)CSc1nc2ccccc2s1 | 21 | 1 | -12 | 1 | 0 | 12 | -7 | 0 | -8 | 1 | -30
Nc1nc(NC(=O)c2cccs2)nn1-c1ccccc1 | -101 | -35 | -8 | 5 | 3 | 36 | -33 | -74 | -111 | 0 | -50
O=C(c1ccccc1)c1cnc(Nc2ccccc2Cl)s1 | -135 | · | -3 | 1 | -3 | -4 | -32 | -85 | -58 | -2 | ·
CC1(C)OCC(COC(=O)Nc2cccnc2)([N+](=O)[O-])CO1 | 11 | 2 | -1 | 2 | -7 | 14 | -13 | -50 | 6 | -6 | -20
CC(C)c1ccc(NC(=O)Cc2c(C(=O)O)n(C)c3ccccc23)cc1 | -4 | 11 | -6 | -5 | 9 | -6 | -16 | 0 | 2 | 6 | 21
Cc1ccc(CCNC(=O)c2ccc(CS(=O)(=O)c3ccccc3C)o2)cc1 | 8 | -3 | -2 | -5 | 2 | 9 | -14 | -9 | 3 | -4 | 11
CN1CCN(C(=O)CCCN2C(=O)/C(=C/c3cccc(Br)c3)SC2=S)CC1 | 11 | -9 | -2 | 2 | 2 | 5 | -3 | 17 | 2 | 39 | 18
CC(=O)C1=CCC(c2ccc(Cl)cc2)N(S(=O)(=O)c2ccc(C)cc2)C1 (stereo not given) | 15&5 | -2&-10 | 1&6 | · | 6&4 | 8&3 | 7&4 | 17&10 | 6&-9 | 14&36 | -33&1
COc1ccc(-c2csc(Nc3ccc(S(=O)(=O)Nc4cc(C)on4)cc3)n2)cc1 | -28 | -6 | 0 | 13 | 0 | 12 | 17 | 11 | -12 | 3 | 3
COc1cc(CC(=O)OCC(=O)Nc2ccc(Cl)c(S(=O)(=O)N(C)C)c2)cc(OC)c1OC | 9 | -1 | -16 | 2 | 0 | -1 | 22 | -2 | 4 | -1 | 7
Cc1ccc(NC(=O)CCNC(=O)c2ccc([N+](=O)[O-])cc2)cc1S(=O)(=O)N(C)C | 1 | 0 | -1 | -8 | 7 | -18 | -11 | 3 | 5 | 6 | -14
Cc1ccc(-c2ccc(/C=N/N3C(=O)C4C5C=CC(CC5)C4C3=O)o2)c([N+](=O)[O-])c1 (stereo not given) | 30 | 13 | 8 | 10 | -18 | -20 | -7 | 3 | -7 | 9 | 1

Additional structures follow.
SMILES | LRH-1 inv ag | COUP-TFII inh | NOD2 RIPK2 PPI | TLR9-MyD88 inh | ABHD5-PLIN5 inh | TWEAK Fn14 block | TROY NFkB inh | SRC3 inh | SRC1 inh | Exocytosis inh | SRC2 inh
O=C1c2ccccc2CCC12OC2c1ccncc1 (stereo not given) | 26 | -9 | 3 | -6 | -1 | 0 | -5 | 3 | -7 | 2 | -10
Nc1[nH]c(C(=O)c2ccccc2)c(-c2ccc(Cl)cc2)c1C(=O)NCc1ccco1 | 14 | -5 | -15 | · | -5 | 23 | 16 | · | · | -1 | -3
Cc1cc(C)c(C#N)c(SC(C(=O)NC(C)(C)C)c2ccccc2)n1 (stereo not given) | 14 | -4 | 7 | 2 | 1 | -13 | -12 | 6 | -10 | 5 | 6
Cc1ccc(C(=O)Nc2ccc(S(=O)(=O)N3CCCC3)cc2)cc1 | -29 | 12 | -1 | -5 | -1 | 27 | -30 | -14 | -3 | -2 | -21
COc1cccc2c1C(=N)c1c(O)c3c(c(O)c1C2=O)CC(O)(C(C)=O)CC3OC1CC(N)C(O)C(C)O1 (stereo not given) | 28 | · | 0 | 1 | 11 | -139 | -43 | 33 | 57 | -12 | ·
COc1ccc(C(=O)/C(=C/O)N=Nc2ccc(F)cc2)cc1 | -46 | 10 | -7 | 2 | 1 | -20 | 3 | -26 | -6 | -3 | -21
CCC(=O)c1ccc(OCc2ccc(C(=O)OC)cc2)c(OC)c1 | -17 | -16 | -1 | 8 | 2 | -10 | -15 | -3 | -18 | -1 | -14
COc1ccc(CCC(=O)NNC(=O)c2ccccn2)cc1OC | 5 | -6 | 9 | 2 | -3 | -13 | -1 | -8 | -6 | -1 | 2
COc1ccc(C2=CC(c3cccc(OC)c3)n3nnnc3N2)cc1 (stereo not given) | 5 | 19 | 27* | 16 | 1 | 0 | 25 | 25 | 2 | -2 | 7
O=C(CSc1nnc(-c2ccccc2Br)o1)N1CCc2ccccc2C1 | -9 | -7 | 4 | 4 | -8 | -7 | -7 | 6 | -6 | 2 | 2
O=C(NCc1ccc(F)cc1)C(=O)NCC1OCCN1C(=O)c1ccc(Cl)cc1 (stereo not given) | -22 | 5 | -3 | 2 | 12 | -23 | 6 | 5 | -4 | 17 | 18
COC(=O)c1ccc(/C=N/OCC(=O)Nc2cc(F)ccc2F)cc1 | 7 | 1 | -4 | -6 | 0 | -3 | 3 | 12 | -1 | 0 | -19
